# Source: PubChem
# TGFb inhibitor – blocks TGF-b signaling | HepG2 CAGA-GFP TGF-b/SMAD3 reporter, GFP fluorescence, 18 h; TGF-beta stimulated, 500 pg/mL final | Potency, µM (series often up to 46.1 µM), inactives show top-dose activity, negative = inhibition, usual class: inhibitors | actives 1.2% (n = 410,000) | AID 588855; further: potency means the concentration at half of the fitted maximal effect; on the % scale 0 is the no-effect control and ±100 the full control effect; nearly all actives have a fitted effect of over 65% in size
#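 TGF-beta reporter screen: HEPG2 CAGA-GFP, 1% FBS, 500 pg/mL TGF-beta final, 18 h; per-cell GFP summed per well; curves fitted and categorized by class.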
# CCT modulator – changes cytosolic chaperonin activity. actives 0.3% (n = 360,000). purified chaperonin ATPase assay, HTRF ADP detection, 30 min. activity change, % (no concentration beside the values), hits read low; in the data active means activity change below about -30%; further: on the % scale 0 is the no-effect control and ±100 the full control effect
#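 Enzyme 40 or 20 nM (batch-dependent) in Tris pH 7.4/KCl/MgCl2/DTT; cpd 76 uM single point; ATP 10 uM; 30 min 37 °C; Transcreener ADP HTRF detection, 30 min RT; ratio 665/615.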
# Akt phos inh – blocks phosphorylation of Akt; Neuro2A IGF-stimulated pAkt S473 HTRF, 20 min; hits give low values; activity change, % for hits at 50 µM; actives 0.32% (n = 360,000); in the data active means activity change below about -80%; inconclusive means mostly about -51% to -80%; further: on the % scale 0 is the no-effect control and ±100 the full control effect
#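 Neuro2A cells in DMEM with 0.5% FBS, overnight at 37 deg C, given compound at single 50 µM final, then IGF (6 nM final) for 20 min at 37 deg C. Lysed; phospho-Akt Ser473 by HTRF after 24 h, 665/615 ratio.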
# ATXN viability – viability counter-screen for ATXN expression inhibitors | S2 cells (HEK-293 line with an ATXN2-luciferase reporter) viability, CellTiter-Fluor protease fluorescence, 24 h | Potency, µM (top dose mostly 56.7 µM), usual class: cytotoxic | actives 0.49% (n = 400,000); further: potency means the concentration at half of the fitted maximal effect; nearly all actives have a fitted effect of over 40% in size
# HepG2 tox – HepG2 cytotoxicity, counter-screen for TGF-b inhibitors; HepG2 CAGA-GFP viability, ATP luminescence, 18 h; Potency, µM (highest dose often 46.1 µM), for inactives: at the highest dose activity change, negative = cytotoxicity, most hits filed as cytotoxic; actives 0.76% (n = 410,000); AID 588856; further: potency means the concentration at half of the fitted maximal effect; some results filed as inactive show a strong effect at the top dose
#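 CellTiter-Glo luminescence gave cytotoxicity after 18 hours at 37 degrees C. The cells were HepG2 CAGA-GFP in 1% FBS DMEM, stimulated with 500 pg/mL TGF-beta after compound addition. %Activity was normalised to no-cell wells (complete cell-killing) and DMSO (no toxicity), and curves were fitted and classified.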
# Mm-Cpn inhibitor – M. maripaludis TRiC chaperonin inhibition; purified Mm-Cpn ATPase, ADP Transcreener TR-FRET; Potency, µM (doses to about 76.9 µM), inactives show at the highest dose activity, negative = inhibition, usual class: inhibitors; actives 0.031% (n = 330,000); AID 504842; further: potency means the concentration at half of the fitted maximal effect; on the % scale 0 is the no-effect control and ±100 the full control effect; nearly all actives have a fitted effect of over 80% in size
#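 Reaction buffer contained 30 mM Tris pH 7.4, 100 mM KCl, 5 mM MgCl2 and 1 mM DTT. Mm-CPN (25 nM final) hydrolysed 10 uM ATP over 30 min at 37°C; ADP was read by HTRF.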
# A549 tox – A549 cytotoxicity, counter-screen for Nrf2 inhibitors. A549 ARE-Fluc cells, CellTiter-Fluor viability, 18-24 h. Potency, µM (titrated, usually from 46 µM), without a hit: top-dose activity change, negative = cytotoxicity, most hits filed as inhibitors. actives 0.16% (n = 390,000). AID 504648; further: potency means the concentration at half of the fitted maximal effect; on the % scale 0 is the no-effect control and ±100 the full control effect
#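 Cytotoxicity counterscreen: CellTiter-Fluor fluorescence was measured in A549 ARE_Fluc cells after 18-24 h of compound exposure in a concentration series. The subsequent BugLite luminescent read reports ARE-luciferase activity.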
# Nrf2 inh – blocks Nrf2 signaling. A549 ARE-Fluc reporter, luciferase luminescence, 18-24 h. Potency, µM (highest dose often 46 µM), for the others: at the top dose activity change, negative = inhibition, most hits filed as inhibitors. actives 2.1% (n = 360,000); further: potency means the concentration at half of the fitted maximal effect; on the % scale 0 is the no-effect control and ±100 the full control effect; nearly all actives have a fitted effect of over 60% in size
#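 In this cell-based qHTS, ARE-driven firefly luciferase in A549 cells reports Nrf2 activity; the luminescent signal after BugLite lysis is the measured value, with a prior CellTiter-Fluor read for cell health.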
# Nrf2 ARE act – Nrf2 pathway activation; AREc32 ARE-luciferase reporter (MCF7-derived line), luminescence, 24 h; Potency, µM (series often up to 46.1 µM), without a hit: at the top dose activation, hits mostly activators; actives 0.31% (n = 410,000); AID 624171; further: potency means the concentration at half of the fitted maximal effect; % of control where 0% means no effect; nearly all actives have a fitted effect of over 65% in size
#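 AREc32 cells carrying an ARE-driven firefly luciferase reporter were seeded at 1000 cells/well in OPTI-MEM with 5% FBS, then exposed to compound for 24 hr at 37 deg C. Luminescence was read with Steady-Glo after 30 min at RT.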
# Numbers without * were called inactive; i = inactive; ? = inconclusive; . = no result given; [ ] = dose if it differs, or a comment. Unless noted, the call rests on the fitted dose curve; in most records, active means well fitted curve in the direction sought with a large enough effect; inconclusive means small, poorly fitted or top-dose-only effect, or another doubt; inactive means no such curve, though single readings can be large; an effect the other way counts as inactive or inconclusive.
Molecule	TGFb inhibitor	CCT modulator	Akt phos inh	ATXN viability	HepG2 tox	Mm-Cpn inhibitor	A549 tox	Nrf2 inh	Nrf2 ARE act
Cc1ccc(S(=O)(=O)N2[C@@H](c3ccccc3)C(C(=O)O)=CC[C@H]2c2cccs2)cc1	-0.7%	-1.8	i	i	-2.5%	0.7%	-17.9%	-18.7%	-0.1%
COc1cc2ncnc(NCc3ccc(C)cc3)c2cc1OC	-6.6%	0.6	i	i	-40.4%	2.3%	0.9%	-24.4%	0.9%
C[C@H](CO)N1C[C@H](C)[C@@H](CN(C)S(=O)(=O)c2ccccc2)Oc2ccc(NS(=O)(=O)c3ccccc3)cc2C1=O	-4.3%	0.7	i	i	4.1%	0.4%	1.9%	-15.0%	0.9%
C=C(C)CSc1nncn1/N=C/c1ccc(OC)cc1	26.6%	-11.4	i	i	-6.3%	?	-2.1%	?	-0.9%
O=C(Nc1nccs1)c1ccc(NC(=O)C2CC=CCC2C(=O)O)cc1 (stereo unspecified)	-0.7%	-0.2	i	i	-6.5%	1.7%	5.7%	2.9%	-0.9%
CCCC(=O)NCCc1nc2ccccc2n1C	-7.9%	-1.7	-124.1%*	?	0.8%	-1.4%	4.2%	18.8%	-0.2%
Cc1cc(C)nc(SCC(=O)Nc2ccc(N3CCOCC3)cc2)n1	?	-0.2	i	i	-65.9%	0.9%	-1.5%	-15.0%	0.4%
CS/C(=C\[N+](=O)[O-])Nc1ccccc1	1.5%	-3.7	i	i	-34.3%	.	1.9%	13.0%	4.8%
Cc1cc(C)nc(SCc2ccc(C(=O)N/N=C/c3ccccn3)cc2)n1	?	-1.7	i	i	2.4%	-0.2%	-0.7%	?	0.2%
CCc1ccc(-c2cc(C(F)(F)F)n3nc(C(=O)Nc4c(C)nn(Cc5ccccc5C)c4C)cc3n2)s1	2.4%	-0.6	i	i	-4.5%	-0.7%	12.8%[1.84 µM]	?	-0.5%
O=C(NCCNc1ccc([N+](=O)[O-])cc1)c1ccc(Cl)cc1	12.4%	-0.9	i	i	4.2%	1.0%	-5.7%	0.8%	0.3%
COc1ccccc1NS(=O)(=O)c1ccc(NC(=O)Cc2cccs2)cc1	-20.5%	-2.1	i	i	-16.9%	1.1%	-3.3%	-2.4%	2.4%
COc1cccc(S(=O)(=O)N(C)C[C@H]2OCc3cnnn3CCCC(=O)N([C@H](C)CO)C[C@@H]2C)c1	18.4%	1.1	i	i	-0.6%	.	.	.	0.3%
CC(C)(CO)CNC(=O)CCc1nnc(-c2ccc(-c3ccccc3)cc2)o1	0.7%	-1.8	i	i	-11.8%	-5.2%	-0.3%	?	-0.4%
S=C(NCc1ccccc1)NCc1ccccc1Cl	?	0.5	i	i	-43.5%	0.1%	15.4%	-24.5%	0.4%
CCCC(=O)NC(=S)Nc1ccccc1C(=O)OC	11.6%	-1.3	i	i	-35.9%	1.0%	-2.1%	5.6%	3.6%
COc1cccc(CNC(=O)c2ccc(CN3CC(=O)N4CCCCC4C3=O)cc2)c1 (stereo unspecified)	-0.3%	.	.	.	-13.2%	.	7.8%	-7.7%	1.0%
CC1(C)CN(O)CCN1O	-16.7%	-0.9	i	i	-13.4%	2.7%	1.6%	-25.2%	6.0%[9.22 µM]
Cc1nc2ccc(S(=O)(=O)NC(C(=O)N3CCCCCC3)C(C)C)cc2s1 (stereo unspecified)	0.0%	-1.4	i	i	3.3%	0.9%	-1.2%	-5.6%	-0.1%
CC(CCN1CCOCC1)c1ccccc1 (stereo unspecified)	-10.5%	-0.4	i	i	-13.1%	-0.6%	-0.2%	6.1%	-0.8%
O=C(CSc1nnc(CNC(=O)c2c(F)cccc2F)o1)NCC1CCCO1 (stereo unspecified)	5.4%	0.3	i	i	10.3%	1.3%	-0.7%	11.5%	0.0%
S=C(Nc1ccccn1)NC1CCCCC1	-18.8%	1.3	i	i	4.6%	-2.5%	-13.4%	-6.1%	2.1%
CNC(=O)C(=O)NCC1OCCN1S(=O)(=O)c1ccc2c(c1)OCCO2 (stereo unspecified)	4.7%	-5.0	i	i	-9.5%	0.8%	0.8%	6.2%	-0.3%
O=c1c2cnn(-c3ccccc3)c2ncn1Cc1cccc(Cl)c1	-28.0%	-1.1	i	i	-39.3%	-8.4%	13.7%	-15.3%	0.4%
CC(NC(=O)C(=O)NCCN1CCN(C(=O)c2ccccc2Br)CC1)c1ccccc1 (stereo unspecified)	2.3%	0.8	i	i	-5.5%	-2.6%	1.3%	-6.0%	-0.2%
C/C=C/C(=O)N1CC2(CC(c3cccc(NC(=O)CC(c4ccccc4)c4ccccc4)c3)=NO2)C[C@H]1C(N)=O (stereo partly specified)	-23.2%	-2.4	i	i	-21.7%	-2.1%	-2.8%	-1.2%	-1.1%
CCC1=C(OC(=O)N(CC)CC)N2C(=O)OC(=NCCOC)[C@]2(Cc2ccccc2)[C@H]2C1=CC[C@H]1C(=O)NC(=O)[C@H]12	-0.8%	-2.5	i	i	-15.1%	0.9%	-1.0%	-11.8%	4.9%
CN(Cc1ccc(Cl)cc1)C(=O)COC(=O)c1ccc(-c2ccc(O)cc2)cc1	-0.8%	-0.1	i	i	-0.6%	-10.9%	-0.4%	9.8%	-1.3%
COc1ccccc1N1CC(C(=O)NC2CCCCCC2)CC1=O (stereo unspecified)	0.0%	-2.6	i	i	-4.0%	0.1%	-4.3%	1.9%	-0.6%
CC(=O)c1ccc(NC(=O)COC(=O)c2ccccc2Nc2ccccc2)cc1	?	-1.3	i	i	-43.1%	-6.0%	14.4%	11.8%	3.0%

# Following part.
Molecule	TGFb inhibitor	CCT modulator	Akt phos inh	ATXN viability	HepG2 tox	Mm-Cpn inhibitor	A549 tox	Nrf2 inh	Nrf2 ARE act
O=C(CCC1N=C2c3ccccc3N=C(SCc3ccc(Cl)cc3)N2C1=O)NC1CCCCC1 (stereo unspecified)	-6.7%	.	.	i	1.3%	.	1.6%	8.4%[9.27 µM]	3.3%
COCc1cc(=O)n2[nH]c(SC)nc2n1	-1.5%	-0.5	i	i	1.3%	0.5%	1.5%	-17.0%	-0.8%
O=C(NCc1cccc2ccsc12)c1cccs1	-4.4%	-0.6	i	i	-8.3%	-1.0%	11.3%	3.7%	23.8%
O=C(O)C1CC1(c1ccccc1)c1ccccc1 (stereo unspecified)	-1.2%	-0.8	i	i	-1.2%	2.7%	1.7%	-21.4%	-0.4%
CCOC(=O)N1CCN(Cc2nc3cc(NC(=O)c4ccco4)ccc3n2CC)CC1	-11.2%	-2.8	i	i	-29.4%	-2.9%	-0.2%	26.5%	4.1%
COC(=O)CNC(=O)CSc1nc2sccc2c(=O)n1-c1ccccc1	0.2%	0.7	i	i	5.5%	-1.4%	-3.0%	2.7%	1.1%
CCN(Cc1ccccc1)S(=O)(=O)c1cc(Br)cc2c1N(C(=O)C1CC1)CC2	?	.	.	i	-24.3%	.	1.1%	-16.4%[9.27 µM]	1.4%
O=C(c1ccco1)c1cn(CC(=O)N2CCCC2)c2ccccc12	-6.8%	-0.7	i	i	3.2%	0.4%	-2.0%	4.5%	-0.6%
O=C(OC1CCN(c2ncc(C(F)(F)F)cc2Cl)CC1)c1ccccc1	0.0%	1.6	i	i	-1.5%	-0.1%	-3.3%	2.5%	0.2%
CCOC(=O)c1c(CN2CCN(c3ccccc3)CC2)oc2cc(Br)c(O)cc12	?	-1.6	i	?	-34.5%	-0.3%	-1.6%	?	-0.7%
Cc1ccc(C(=O)N2CCN(S(=O)(=O)c3cc(Br)ccc3Br)CC2)o1	-6.8%	-0.9	i	i	2.5%	-0.3%	3.7%	-7.8%	3.0%
CC1CN(C(NC(=O)c2ccccc2)C(Cl)(Cl)Cl)CC(C)O1 (stereo unspecified)	-19.6%	-0.1	i	i	7.1%	1.7%	-3.0%	-22.4%	1.1%
CC(=O)Nc1ccc(S(=O)(=O)N2CCC(NC(=O)C(Cc3ccc(C)cc3)NC(C)=O)CC2)cc1 (stereo unspecified)	-9.7%	-24.0	i	i	-10.7%	1.5%	1.8%	-5.0%	-0.4%
CCOC(=O)c1c(/N=C/N(C)C)sc(C(=O)OC)c1C	4.9%	-1.1	i	i	-33.0%	-4.9%	-8.6%	-0.8%	0.2%
Cc1noc(/C=C/c2ccco2)c1S(=O)(=O)N1CCC(C(=O)Nc2ccc(F)c(Cl)c2)CC1	2.51µM*	.	.	.	-9.9%	.	5.4%	?	3.5%
O=C(CCCc1nc(-c2ccccc2Cl)no1)NC1CCCC1	-8.0%	0.1	i	?	-26.0%	-1.4%	-4.9%	1.16µM*	0.1%
N#C/C(=C\c1ccc(-c2ccccc2[N+](=O)[O-])o1)C(N)=O	-0.3%	1.0	i	i	-6.9%	-0.2%	-5.5%	6.0%	?
Cc1ccc(-c2noc(CSc3nnc(Cc4ccccc4)n3-c3ccc(Cl)cc3)n2)cc1	?	0.7	i	i	-31.8%	-3.1%	?	?	0.2%
CCc1cc2c(cc3c(=O)n(CC(=O)NCCCN(CC)CC)nc(CC)n32)s1	28.5%	-3.6	i	i	1.6%	-3.2%	?	20.4%	0.2%
Cc1c(C(=O)/C=C/c2cccs2)oc2ccc(F)cc12	-8.0%	0.3	i	i	-23.9%	-4.2%	1.6%	?	7.94µM*
CCOC(=O)c1ccccc1NC(=O)Cn1cc(C(=O)c2cccc(OC)c2)c(=O)c2ccc(C)nc21	2.4%	.	.	i	-46.2%	.	-6.3%	?	0.1%
Cc1c(CC(=O)N2CCN(C(=O)C3COc4ccccc4O3)CC2)c(=O)oc2c(C)c(O)ccc12 (stereo unspecified)	4.0%	-1.6	i	.	-11.7%	-8.9%	8.0%	?	0.5%
